SENP8 block-1: SENP8 protease inhibition | 330,000 compounds, 1.2% hits | purified SENP8, Z-RLRGG-aminoluciferin cleavage, luminescence | Q96LD8 | inhibition, % at 10 µM | AID 2540; in the data active = inhibition above about 50%
SENP1 inh: SENP1 (human) catalytic domain inhibition. recombinant SENP1 catalytic domain, CyPet-SUMO1-YPet FRET cleavage. inhibition, % at 10 µM. 360,000 compounds, 0.21% hits;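 active = inhibition at least 30% at 10 µM, raw YFP signal under a set limit, fluorescence ratio 0.5 to 1.5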;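 note: 0% = enzyme with DMSO and 100% = no enzyme wells; some results filed as inactive read as strong as hits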
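system = hSENP1 catalytic domain, recombinant | reagent = SFCypet-SUMO1-SFYpet substrate at 25 nM | doses = one dose per compound, 10 µM, 0.5% DMSO | incubation = enzyme reaction for 50 min at room temperature, dark | measured by = FRET, CFP and YFP emission | controls = no-enzyme low, enzyme-DMSO high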
SENP7 block: inhibitors of human SENP7 protease; Q9BQF6; recombinant SENP7, Z-RLRGG-aminoluciferin luminescence, 40 min; inhibition, % at 5 µM; 330,000 compounds, 1.5% hits; AID 434973;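 active = inhibition above about 50% at the single test dose, limit read from the data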;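 note: plate controls were DMSO with enzyme for no effect and no enzyme buffer wells for full effect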
Target sequence (Q9BQF6 706-1050 limits assumed): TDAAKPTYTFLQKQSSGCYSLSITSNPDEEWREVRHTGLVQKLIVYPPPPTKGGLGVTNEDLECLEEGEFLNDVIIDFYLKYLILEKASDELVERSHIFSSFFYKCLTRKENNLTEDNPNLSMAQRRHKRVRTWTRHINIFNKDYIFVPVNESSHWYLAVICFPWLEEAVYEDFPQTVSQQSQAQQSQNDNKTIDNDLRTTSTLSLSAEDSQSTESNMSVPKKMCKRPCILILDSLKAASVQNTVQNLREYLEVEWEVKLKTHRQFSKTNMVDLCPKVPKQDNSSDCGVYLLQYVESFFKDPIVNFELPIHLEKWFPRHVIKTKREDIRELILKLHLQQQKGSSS
SENP8 block-2: inhibitors of human SENP8 protease. 360,000 compounds, 0.64% hits. Q96LD8. AID 602440. recombinant SENP8, Nedd8 substrate fluorescence. inhibition, % at 20 µM; in the data active = inhibition mostly above about 40%, no sharp cut-off; inactive = mostly below about 27%
SENP6 block: blocks the human protease SENP6 | Q9GZR1 | 330,000 compounds, 1.8% hits | Recombinant SENP6 catalytic domain, aminoluciferin luminescence | AID 2599 | inhibition, % at 10 µM;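 active = inhibition above about 50% at the single tested dose, limit read from the data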;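 note: plate controls were DMSO wells with enzyme for no effect and DMSO wells lacking enzyme for full effect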
Target sequence (Q9GZR1 628-1112 limits assumed): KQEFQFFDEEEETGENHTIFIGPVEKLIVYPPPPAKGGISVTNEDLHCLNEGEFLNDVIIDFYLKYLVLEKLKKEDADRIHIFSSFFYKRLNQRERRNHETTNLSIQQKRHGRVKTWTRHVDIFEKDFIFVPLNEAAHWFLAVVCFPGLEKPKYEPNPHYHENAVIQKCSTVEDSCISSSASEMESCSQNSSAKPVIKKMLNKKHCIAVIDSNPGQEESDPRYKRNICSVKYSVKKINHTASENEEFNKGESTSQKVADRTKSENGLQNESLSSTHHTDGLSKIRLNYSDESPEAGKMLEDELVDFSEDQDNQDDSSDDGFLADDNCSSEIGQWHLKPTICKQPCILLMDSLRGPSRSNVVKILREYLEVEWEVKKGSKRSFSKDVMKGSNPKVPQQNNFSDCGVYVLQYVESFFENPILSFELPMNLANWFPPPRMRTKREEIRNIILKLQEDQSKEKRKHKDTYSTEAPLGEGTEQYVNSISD
MIN6 prolif: induces beta-cell replication in MIN6 cells | MIN6 cells proliferation, ATPlite luminescence, 48 h; cells starved in 0.2% serum; 100% = growth in 10% serum | 330,000 compounds, 0.29% hits | proliferation, % at 10 µM | AID 2380;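 active = compounds whose signal lies at least 3.5 SD above the mean of all wells on their plate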;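 note: 0% = DMSO-treated cells in low-serum medium and 100% = 10% serum control; some compounds called inactive have numbers as strong as hits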
PfGluPho inh: PfG6PD (Plasmodium falciparum) enzyme inhibition | PfGluPho enzyme, NADPH resazurin-diaphorase fluorescence | inhibition, % at 20 µM | 350,000 compounds, 0.78% hits | AID 504690;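 active = inhibition reaching at least a set limit at 20 µM in the primary screen, cut at about 59% in these data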;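 note: 0% = DMSO wells with substrate and 100% = DMSO wells lacking glucose-6-phosphate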
UBC13 inh: human UBC13 polyubiquitination inhibition; P61088; UBC13 polyubiquitin chain formation, TR-FRET; inhibition, % at 20 µM; 330,000 compounds, 0.47% hits; AID 485273; in the data active = inhibition above about 45%, passing the limit was not always enough; inconclusive = no clear call, values can overlap the other calls
Target sequence (P61088 whole entry, looked up): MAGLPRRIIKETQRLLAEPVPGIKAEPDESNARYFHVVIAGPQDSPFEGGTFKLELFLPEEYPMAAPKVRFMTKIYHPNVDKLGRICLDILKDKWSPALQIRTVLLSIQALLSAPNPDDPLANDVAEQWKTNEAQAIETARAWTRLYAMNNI
HKDC1 inh: inhibitors of human hexokinase HKDC1. AID 493160. recombinant HKDC1, G6PDH/diaphorase resazurin coupled fluorescence. inhibition, % at 20 µM. 340,000 compounds, 0.16% hits. Q2TB90;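 active = inhibition above about 35% when tested at 20 µM, limit read from the data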;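 note: plate controls were DMSO wells with enzyme for no effect and DMSO wells lacking enzyme for full effect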
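Test system: HK5 enzyme. Quantity: 5 µg/mL HK5 final. Reagent: glucose and ATP substrates. Schedule: 90 min reaction incubation at room temperature, dark. Technique: resazurin-to-resorufin fluorescence via G6PDH and diaphorase coupling, 525/613 nm. Control set: DMSO wells with and without enzyme mix.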
Numbers without * were called inactive; ? = inconclusive; . = not tested or not shown.

Order of results – SENP8 block-1	PfGluPho inh	SENP1 inh	SENP6 block	SENP8 block-2	MIN6 prolif	HKDC1 inh	SENP7 block	UBC13 inh
- COc1ccccc1Oc1ccc(S(=O)(=O)N2CCCCC2C)cc1 (stereo not given)
 : -15	-8	4	-13	4	-1	-3	-6	-3
- COc1ccc(S(=O)(=O)N2CCCC(C(=O)NCc3ccccc3)C2)cc1 (stereo not given)
 : -1	-9	-1	2	8	-1	1	9	3
- CCC(=O)Nc1ccc(C(=O)CN2C(=O)NC3(CCCCCC3)C2=O)cc1
 : 7	-2	-7	2	-35	-2	-1	8	3
- COc1ccc(-c2csc(Cc3nc(O)cs3)n2)cc1
 : 1	12	-9	26	-93	-5	-11	23	2
- COc1cccc(-c2nc(Oc3cccc(C)c3C)c3ccccc3n2)c1O
 : -1	-24	0	1	7	-2	5	0	4
- CCOc1cccc2sc(N(CCN(CC)CC)C(=O)c3cccc(N4C(=O)CCC4=O)c3)nc12
 : 6	-5	-1	0	4	0	-8	-4	0
- O=C(CCCN1C(=O)c2ccccc2C1=O)Nc1cccc(S(=O)(=O)NC2=NCCC2)c1
 : -5	10	1	-16	10	4	-6	-5	-10
- O=C(CNC(=O)c1ccco1)Nc1ccc(S(=O)(=O)N2CCCC2)cc1
 : -10	5	-1	-7	6	1	-5	-6	-5
- COc1ccc(Cl)cc1NS(=O)(=O)c1c(C)nc2sccn2c1=O
 : 3	-1	2	8	8	0	-10	-5	-8
- O=C(NCc1ccncc1)c1nc(-c2ccc(C(F)(F)F)cc2)no1
 : -10	-4	1	-3	7	-4	-7	9	2
- O=c1cc(-c2ccccc2)nc(N2CCN(Cc3ccc4c(c3)OCO4)CC2)[nH]1
 : 3	7	1	-5	-8	3	-2	5	0
- Cc1ccccc1NS(=O)(=O)c1ccc(OCC(=O)NCc2ccccn2)cc1
 : 2	13	1	-14	11	-2	-6	7	7
- OCCOCCn1c(C2CCCN2c2nc(-c3ccc(F)cc3)cs2)nc2cc(Cl)c(Cl)cc21 (stereo not given)
 : -13	20	-1	-1	7	-9	23	11	-3
- NC(=O)C1CCN(CC(=O)NC(=O)NC2CCCC2)CC1
 : -8	-7	2	13	5	-2	-3	-2	-1
- CN(C)C(CNC(=O)CCc1nc2cc(Cl)ccc2n(Cc2ccccc2)c1=O)c1ccccc1 (stereo not given)
 : 12	7	-13	2	-74	-6	0	-6	-1
- CC(=O)Nc1ccc(Oc2cncc(Cl)c2)nc1
 : -1	-7	0	-9	4	-1	-7	1	2
- CCN(CC)CCCNC(=O)c1cn(CC)c2ccc(S(=O)(=O)N3CCc4ccccc4C3)cc2c1=O
 : 0	-4	-1	-10	6	-5	-4	5	15
- Cc1cc(OCc2cn(CC(=O)c3ccc(O)cc3)nn2)ccc1[N+](=O)[O-]
 : .	-8	2	.	10	.	-2	.	.
- CC(=O)c1ccc(NC(=O)CSc2nc3[nH]ncc3c(=O)[nH]2)cc1
 : 11	-32	1	-16	-2	-1	-4	-2	8
- COc1cc(/C=N\NC(=O)C2COc3ccccc3O2)cc(OC)c1O (stereo not given)
 : 3	15	-16	1	-220	-1	0	4	12

Additional compounds.
Order of results – SENP8 block-1	PfGluPho inh	SENP1 inh	SENP6 block	SENP8 block-2	MIN6 prolif	HKDC1 inh	SENP7 block	UBC13 inh
- O=c1[nH]c(=S)[nH]c(O)c1/C=C1\C=Nc2ccccc21
 : .	16	-4	.	6	.	15	.	.
- CCCc1nc2c(c(=O)c3ccccc3n2C)c(=O)n1-c1ccc(F)cc1
 : -12	48	0	3	13	2	51*	-8	-5
- Cc1ccccc1NC(=O)C1CCN(c2cnccn2)CC1
 : 15	-8	0	6	-216	0	-3	11	-1
- CCOC(=O)CSc1nc(=O)n2ccc(C)cc2n1
 : 0	-3	3	9	-35	-2	-4	7	4
- CSCCC(NC(=O)c1ccccc1Br)C(=O)Nc1ccc(C)cc1 (stereo not given)
 : -1	3	0	-10	12	1	10	6	11
- C/C(=N\Nc1nc2ccccc2nc1C)c1ccccc1O
 : -18	-14	-1	-12	17	-6	-8	4	-14
- Cc1ccc2c(c1)[C@H]1[C@H](CO2)[C@H](c2ccccc2)[C@]2(C)C(=O)Nc3ccc(Cl)cc3C(=O)N12
 : -4	1	0	-3	-8	-6	0	1	?
- O=C(CN1C(=O)S/C(=C\c2ccccc2)C1=O)NCCCn1ccnc1
 : 0	4	-1	16	20	2	-3	2	0
- O=C1C(=O)N(CCO)C(c2ccccc2)/C1=C(\O)c1ccccc1 (stereo not given)
 : 3	13	2	-8	15	-2	6	-7	-46
- Cc1c(CCC(=O)O)c(=O)oc2cc(OCc3cccc(F)c3)ccc12
 : 5	-32	0	-26	-315	-4	-1	2	11
- CCn1c(=O)cc(SCC(=O)NCc2ccc(C)cc2)c2ccccc21
 : -3	0	2	-1	-16	-2	-1	-1	14
- COc1ccc(/C=c2/sc3n(c2=O)C(c2ccccc2OC)C2=C(N=3)c3ccccc3CC2)cc1O (stereo not given)
 : 2	3	-33	-9	-54	-5	20	4	-28
- O=C(Cc1ccccc1)Nc1ccc2c(c1)C(=O)N(CC1CCCO1)C2=O (stereo not given)
 : -1	-10	0	-9	-400	0	-4	5	10
- Cc1ccc(NC(=S)N(CCCN2CCOCC2)Cc2ccccn2)cc1
 : 6	-4	3	5	7	0	-15	8	0
- Cc1nc(CCN2C(=O)c3ccccc3C2=O)cs1
 : -4	-1	2	-4	27	-2	-8	-2	3
- C/C(=N\NC(=O)c1sccc1C)c1cccnc1
 : 3	10	0	6	2	-4	-3	4	4
- Cc1ccccc1-n1cc[nH]c1=S
 : -13	17	1	-14	18	-3	-4	-4	-2
- Oc1c(C(c2ccco2)N2CCC3(CC2)OCCO3)sc2ncnn12 (stereo not given)
 : 0	41	-13	-10	2	-3	0	0	-4
- NC(=O)CCC(=O)N1CCCC(C(=O)c2ccc3c4c(cccc24)CC3)C1 (stereo not given)
 : -2	9	2	-4	-121	0	-6	-11	1
- Cc1cccc(OCCCC(=O)NCCc2ccccc2)c1
 : -8	14	-2	-7	11	2	-4	-9	-14

(continued)
Order of results – SENP8 block-1	PfGluPho inh	SENP1 inh	SENP6 block	SENP8 block-2	MIN6 prolif	HKDC1 inh	SENP7 block	UBC13 inh
- O=C(Nc1nc(-c2ccc3ccccc3c2)cs1)C1CCN(S(=O)(=O)c2cccs2)CC1
 : -6	0	-1	5	-16	-4	-4	-6	2
- O=C(O)c1[nH]c2ccccc2c1C(c1c(F)cccc1Cl)c1c(C(=O)O)[nH]c2ccccc12
 : 7	-29	2	14	12	-2	5	0	-21
- CC(C)(C)NC(=O)COC(=O)c1ccc(O)cc1
 : 0	-10	1	-6	26	1	4	4	1
- Cc1ccccc1CC(=O)N1CCCC1
 : -9	-6	1	8	13	-1	-8	3	-2
- COc1ccc(S(=O)(=O)Nc2cccc3c2O[C@H](CN(C)C(=O)Nc2ccc4c(c2)OCO4)[C@@H](C)CN([C@H](C)CO)C3=O)cc1
 : -4	15	2	-23	10	-1	-4	2	-2
- CCCC(=O)Oc1c(S(=O)(=O)c2ccc(C)cc2)c(C)nn1C(C)(C)C
 : -2	-6	1	2	19	-6	14	1	5
- COc1ccc(NC(=O)c2cnc(SC)nc2C)c(OC)c1
 : 6	-3	0	-17	7	0	4	4	-2
- Cc1ccnc(NC(=O)c2ccc(Cl)c(S(=O)(=O)N3CCCC3)c2)c1
 : 19	3	3	33	2	-2	3	41	1
- COc1cccc(NS(=O)(=O)c2ccc(S(=O)(=O)N3CCCC3)cc2)c1
 : 8	-21	3	-8	3	2	2	4	8
- CCC(=O)N1CCN(c2ccccc2NC(=O)COc2cccc(C)c2)CC1
 : -8	-1	1	-14	10	-2	-7	-15	-4
- Cc1ccc(OCCOC(=O)c2cccc(S(=O)(=O)N3CC(C)OC(C)C3)c2)cc1 (stereo not given)
 : 3	3	-1	12	13	-3	-1	2	15
- COCCNS(=O)(=O)c1cc2[nH]c3c(c2cc1C)C(=O)CC(C)(C)C3
 : -10	-1	2	-19	15	-1	0	-1	-5
- COc1ccccc1NS(=O)(=O)c1cc(C(=O)N2CCCC2)ccc1F
 : 5	7	0	4	16	10	0	0	1
- CC1CN(C(=O)CN2C(=O)NC(C)(c3ccccc3)C2=O)CC(C)O1 (stereo not given)
 : 4	9	0	1	12	0	-7	0	8
- CN1CCN(S(=O)(=O)c2ccc(NC(=S)NC(=O)C3CCCCC3)cc2)CC1
 : -10	14	1	-11	8	1	-7	-13	-2
- CSCC[C@H](NC(=O)c1cccc(S(=O)(=O)N2CCN(C)CC2)c1)c1nc2ccccc2[nH]1
 : 8	-21	0	5	9	-1	11	12	5
- CCc1cc(C(=O)Nc2cc(S(=O)(=O)N(CC)CC)ccc2N2CCOCC2)sc1C
 : -2	18	-12	-13	-83	-6	8	-8	8
- Clc1ccc(-c2ccc(C=Nc3ccc(N4CCOCC4)cc3)o2)c(Cl)c1
 : -4	17	32*	-2	4	-5	11	5	-3
- Cn1c(C2CCCCC2)nc2c1c(=O)[nH]c(=O)n2Cc1ccccc1
 : -16	12	0	-2	1	1	-13	3	-4
- Cc1cc(C)c2nc(NC(=O)c3cccc(S(=O)(=O)N4CCc5ccccc54)c3)sc2c1
 : -6	-14	-10	5	-325	0	-10	8	3

(more compounds)
Order of results – SENP8 block-1	PfGluPho inh	SENP1 inh	SENP6 block	SENP8 block-2	MIN6 prolif	HKDC1 inh	SENP7 block	UBC13 inh
- Cc1ccc(-n2ncc3c(NNC(=O)c4ccco4)ncnc32)cc1Cl
 : -12	5	-26	10	-26	-5	-3	-6	-16
- CCc1ccc(CNn2cnnc2SCC(=O)NC(C)(C)C)cc1
 : -6	8	3	-15	5	-1	-4	-7	-7
- CCN(CC)c1cc(C(F)(F)F)nc(-c2ccccn2)n1
 : 1	11	1	-2	-98	-2	11	-3	7
- NC(=O)CC(NC(=O)Cc1ccc(Br)cc1)c1ccc(NCc2ccccn2)c([N+](=O)[O-])c1 (stereo not given)
 : 3	6	6	6	18	0	0	1	-28
- Cc1ccc(NC(=O)Nc2sc(=S)n(C)c2C)cc1
 : -17	27	8	-14	22	-1	-4	-7	-6
- CCOCc1nnc(NC(=O)CCc2ccccc2)s1
 : -5	-3	-1	-20	12	-1	-3	1	-8
- CCOc1ccc(CCNC(=O)CCS(=O)(=O)c2ccc(OC)cc2)cc1OCC
 : 2	5	2	2	13	0	-9	2	0
- COCCNc1nc2nonc2nc1N(C)Cc1ccc(C)cc1
 : 7	1	0	-14	19	-3	-6	1	-4
- COc1ccc(C2CC(c3ccccc3)=NN2C(=O)COC(=O)c2cccc(O)c2)cc1 (stereo not given)
 : 0	19	1	-4	-5	-6	-2	7	-2
- Cc1cc(Cl)ccc1OCCCC(=O)NNC(=O)c1ccccc1O
 : 7	-48	1	-2	-201	-6	-16	5	2
- COc1ccc(C(CC(=O)N2CCCCC2)c2c(OC)cc(OC)c3c(-c4ccccc4)cc(=O)oc23)cc1 (stereo not given)
 : 1	0	-2	-10	-158	-8	8	-2	-18
